Screening results (PubChem BioAssay)
NOD1 NF-kB reporter: NOD1 signaling inhibitors, primary screen, cell-based, luminescence, uHTS (AID 1578); inhibition, % at 4 µM; hits with a dose series show EC50 in µM; NOD1-driven NF-kB luciferase reporter cells, luminescence; higher % means a stronger effect; hit rate 1% among 290,000; in the data active means inhibition mostly above about 36%, no sharp cut-off; inactive means mostly below about 34%;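 further: HEK-293T reporter cells stimulated with the NOD1 agonist gamma-tri-DAP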
Siah-1 displacement: Siah-1 peptide-binding antagonists, primary screen, biochemical, fluorescence polarization, rhodamine-plectin, uHTS (AID 1817); E3 ubiquitin-protein ligase SIAH1 (Homo sapiens); Siah-1 / rhodamine-plectin peptide fluorescence polarization; higher % means a stronger effect; displacement, % at 20 µM; hits with a dose series show IC50 in µM; hit rate 0.02% among 290,000;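 active means displacement of at least 50% at 20 µM, with a fluorescence ratio check between 0.3 and a set limit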;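 further: plate controls were Siah plus tracer with DMSO for no effect and tracer alone without Siah for full effect; strong numbers were not always called active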
PhoP inhibition: inhibitors of PhoP regulon expression, primary screen, Salmonella Typhimurium, GFP reporter (AID 1863). inhibition, % at 50 µM, or IC50 in µM where a hit was titrated. S. Typhimurium PhoP-regulated promoter GFP reporter, 4 h; higher % means a stronger effect. hit rate 0.16% among 300,000;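 active means inhibition over 29.93%, a cutoff 3 SD above the screen mean, later confirmed by dose response; inconclusive means inhibition over 29.93% but no dose response follow-up; inactive means inhibition at most 29.93% or unconfirmed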;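 further: 0% = low Mg2+ inducing control and 100% = high Mg2+ repressing control; strong numbers were not always called active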
LYP inhibition: inhibitors of LYP phosphatase, biochemical, fluorescence intensity, uHTS (AID 1779) | recombinant LYP phosphatase, fluorescence intensity; higher % means a stronger effect | inhibition, % at 11.5 µM, or IC50 in µM where a hit was titrated | hit rate 0.054% among 290,000;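 further: plate controls were vehicle with enzyme for no effect and no enzyme for full effect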
HEK293 NOD2/NF-kB: NOD2 signaling inhibitors, cell-based, luminescence, uHTS, HEK293 (AID 1566); hit rate 0.63% among 290,000; HEK293 NOD2/NF-kB luciferase reporter, luminescence; higher % means a stronger effect; inhibition, % at 4 µM, or EC50 in µM where a hit was titrated; further: many of its hits are not listed in these tables
KOR beta-arrestin-1: KOR agonists, beta-arrestin recruitment, primary screen, cell-based, luminescence, uHTS (AID 1777); Kappa-type opioid receptor (Homo sapiens); activation, % at 10 µM, or EC50 in µM where a hit was titrated; KOR beta-arrestin recruitment, luminescence; higher % means a stronger effect; hit rate 0.02% among 280,000; in the data active means activation above about 50%, passing the limit was not always enough; further: a part of the inactive calls stands beside numbers as strong as those of hits
Myeloid diff 2: induction of myeloid progenitor differentiation, primary screen, cell-based, flow cytometry, MLPCN library; ER-HoxA9 myeloid progenitors, lysozyme-GFP differentiation; calls only at 10 µM; hit rate 1% among 360,000; AID 624256, 2012;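 active means normalized GFP-positive differentiation at or above the plate's own cutoff, the solvent-only control mean plus 3 SD; inconclusive means no clear call, values can overlap the other calls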;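 further: cells exposed to compound for four days before flow analysis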
HIV fusion peptide: inhibitors of HIV fusion peptide binding, primary screen, biochemical, uHTS, fluorescence dequenching (AID 1986); cell-free peptide binding, fluorescence dequenching, 30 min; higher % means a stronger effect; one-dose inhibition, % at 20 µM; IC50 in µM for titrated hits; hit rate 0.3% among 290,000; in the data active means inhibition mostly above about 52%, no sharp cut-off; inactive means mostly below about 76%; further: some results filed as inactive read as strong as hits
KOR beta-arrestin-2: KOR antagonists, beta-arrestin recruitment, cell-based, luminescence, uHTS (AID 1778); KOR beta-arrestin recruitment, luminescence, antagonist mode; higher % means a stronger effect; inhibition, % at 10 µM; hits with a dose series show IC50 in µM; hit rate 0.091% among 290,000; further: strong numbers were not always called active
Myeloid diff 2 GFP+ MAC1+ %: second read-out of Myeloid diff 2, no call of its own (marks repeat the call); GFP+ MAC1+ double positive, %; measured here: differentiation confirmed by MAC1 staining
Numbers without * were called inactive; i = inactive; ? = inconclusive; . = no result given; + = active, no number; [ ] = another dose, or the depositor's remark. Unless noted, no stated cut-off is given here; in the data, active means inhibition above about 50%; inactive means the rest.

No.	SMILES	NOD1 NF-kB reporter	Siah-1 displacement	PhoP inhibition	LYP inhibition	HEK293 NOD2/NF-kB	KOR beta-arrestin-1	Myeloid diff 2	Myeloid diff 2 GFP+ MAC1+ %	HIV fusion peptide	KOR beta-arrestin-2
1	O=C(NCCO)C1(c2ccccc2)CCCC1	-10%	3%	-4%	1%	-3%	1.3%	i	0.7	0.7%	30%
2	C=CCNC(=O)c1onc(CSc2ccc(C(C)C)cc2)c1C(=O)O	-4%	5%	-17%	-5%	-28%	0.2%	i	1.7	11%	-34%
3	COC(=O)/C=C/C(=O)Nc1cccc(C(F)(F)F)c1	30%	5%	15%	0%	-15%	6.8%	i	2.3	-0.7%	19%
4	COc1ccc2[nH]c(=O)c(CN(CCCN(C)C)C(=O)Nc3ccc(F)cc3)cc2c1	3%	-12%	6%	-14%	12%	-2.2%	i	0.7	-0.5%	-11%
5	NC(=O)C1CCN(C(=O)C23CC4CC(CC(C4)C2)C3)CC1	-13%	-2%	-18%	0%	-12%	3.4%	i	0.8	2.6%	-24%
6	COc1ccc(N(Cc2cc3ccccc3[nH]c2=O)S(=O)(=O)c2ccccc2)cc1	-4%	4%	-5%	3%	33%	-3.0%	i	0.6	-1.4%	46%
7	CCOc1ccccc1NC(=O)COC(=O)C1CC1	-8%	-6%	2%	-10%	18%	-1.1%	i	3.0	-1.5%	-3%
8	CN(C)c1cc(-c2ccc(C#N)cc2)oc(=O)c1Cl	-3%	1%	2%	-2%	-2%	-0.5%	i	0.7	-1.8%	-13%
9	COc1cccc(/C=N/n2nnnc2N)c1OCc1ccccc1Cl	-13%	-4%	0%	-2%	20%	-3.1%	i	0.5	0.2%	-26%
10	COCCNC(=O)C12CC3CC(C1)CC(c1ccccc1)(C3)C2	-14%	-2%	2%	-6%	-1%	7.9%	i	0.5	0.3%	1%[20 µM]
11	COC(=O)COc1ccc(NS(=O)(=O)c2cccc([N+](=O)[O-])c2)cc1	-31%	-3%	-2%	2%	0%	-2.4%	i	0.1	0.3%	6%
12	Clc1ccc(-c2csc(-c3ccncc3)n2)cc1	-33%	13%	-2%	1%	-45%	-2.8%	i	0.2	-2.7%	-11%
13	COc1ccc(C(=O)Nc2cc(Cl)cc(Cl)c2)c(OC)n1	-34%	-6%	-10%	1%	13%	1.8%	i	0.8	-0.2%	-89%
14	COc1ccc(C(c2nnnn2C2CCCCC2)N2CCN(C)CC2)c(OC)c1 (stereo not given)	-25%	9%	6%	-4%	10%	.	i	0.1	-1.2%	-31%[20 µM]
15	O=C1CC[C@@H](CN(Cc2ccccn2)Cc2nc(Cc3cccc(C(F)(F)F)c3)no2)N1	12%	-3%	-3%	-3%	-9%	-8.0%	i	0.2	-0.7%	-14%
16	O=C(CSc1nncc2ccccc12)Nc1cccc(O)c1	2%	-9%	11%	-5%	-23%	-3.3%	i	0.5	-2.6%	8%
17	COc1ccccc1CNC(=O)CSc1cc(=O)n(C)c2ccccc12	-23%	-5%	7%	-4%	-4%	-3.9%	i	0.0	-1.9%	-4%
18	COc1cccc2sc(Nc3nc(C)c(C(C)=O)s3)nc12	-7%	-11%	-12%	-4%	-185%	-5.5%	i	0.5	-0.5%	52%
19	COc1ccccc1/C=C/C(=O)c1ccc(Cl)cc1	-4%	2%	-6%	-4%	-36%	1.3%	i	0.2	-0.8%	-2%
20	COc1c(CC=C(C)C)cc(C2CC(=O)c3c(O)cc(O)cc3O2)cc1CC=C(C)C (stereo not given)	8%	-2%	-3%	2%	-2%	-0.5%	i	1.2	11%	23%
21	COc1ccc(/C(N)=N/O)c(OC)c1	-36%	2%	-1%	-5%	16%	-4.3%	i	0.6	-1.0%	10%
22	O=C(c1cccnc1)N1CCN(S(=O)(=O)c2cccs2)CC1	-29%	3%	-3%	-5%	-17%	1.7%	i	1.8	0.2%	-10%
23	CCOC(=O)N1CCC(NC(=O)c2ccc3c(c2)N=C(C)c2ccccc2S3)CC1	7%	6%	2%	-12%	32%	-5.4%	i	2.5	0.1%	-20%
24	CC1CC(C)CN(C(=O)c2ccc(S(=O)(=O)N3CC(C)CC(C)C3)cc2)C1 (stereo not given)	-16%	-1%	-3%	2%	11%	2.3%	i	0.5	-0.3%	-62%
25	COc1ccc(-c2nc(N)ncc2-c2ccccc2OC)c(O)c1	-5%	4%	-3%	1%	-7%	0.7%	i	0.7	-0.8%	-23%
26	C=CCn1c(=N)n(CC(=O)c2ccc(Br)cc2)c2ccccc21	0%	0%	-5%	-6%	13%	0.8%	i	0.4	0.7%	-13%[20 µM]
27	Cc1cccnc1NC(=O)Cn1nc(-c2ccccc2)oc1=S	42%	-7%	-7%	-5%	14%	3.5%	i	0.6	-1.0%	-33%
28	CCC1(C)CC(CC(=O)O)(c2ccccc2OC)CCO1 (stereo not given)	17%	2%	-6%	-10%	3%	-6.6%	i	0.5	-2.1%	0%
29	O=C(Nc1ccc2[nH]ncc2c1)c1ccccc1Cl	-42%	5%	-3%	-7%	-38%	-0.4%	.	.	0.8%	-30%
30	O=C(NCc1ccc(F)cc1)C1CCCN(C(=O)NCc2ccccc2)C1 (stereo not given)	-23%	3%	-3%	-8%	-12%	0.3%	i	0.3	1.8%	-17%
31	CCCc1cc(=O)[nH]c(/N=C(/NC(=O)C(C)N2C(=O)c3ccccc3C2=O)Nc2ccccc2)n1 (stereo not given)	-23%	-1%	-5%	0%	11%	-2.4%	i	1.7	-0.7%	34%
32	CN1CCN(c2ccc(S(=O)(=O)N3CCCCC3)cc2NC(=O)c2cccc([N+](=O)[O-])c2)CC1	-24%	2%	-3%	0%	-6%	-4.3%	i	0.4	-2.1%	-7%
33	CCOc1cccc(/C(O)=C2/C(=O)C(=O)N(CCOC)C2c2ccncc2)c1 (stereo not given)	-4%	5%	3%	-5%	-2%	2.7%	i	1.2	-3.2%	6%
34	CCn1c(NC(=O)c2ccc(C)cc2)c2ccccc2nc1=O	12%	-9%	-1%	-11%	9%	0.0%	i	0.8	1.2%	-7%
35	O=C(Nc1ccc(O)c2c(=O)cc(-c3ccccc3Cl)oc12)c1cccc(Cl)c1	-16%	3%	1%	-2%	12%	0.5%	i	1.9	0.2%	-12%
36	O=C1c2ccccc2C(=O)N1CC1c2ccccc2CCN1S(=O)(=O)c1cnc[nH]1 (stereo not given)	-17%	3%	-16%	-2%	8%	2.2%	i	0.2	0.5%	-7%
37	C/C(=N\Nc1ccc(F)cc1F)c1ccccc1O	-42%	2%	-4%	3%	-3%	0.9%	i	0.3	0.5%	3%
38	CCNC(=O)CCC(=O)Nc1cc(Cl)ccc1C	4%	2%	1%	-8%	10%	8.1%	i	0.7	-1.4%	25%
39	Nc1nc(CN2CCN(c3cccc(Cl)c3)CC2)nc(N2CCCc3ccccc32)n1	25%	2%	4%	-6%	-10%	2.4%	i	1.0	1.8%	-16%
40	CCOc1ccc(NC(=O)NCCCN2CCCC2)cc1	-9%	-2%	0%	-6%	6%	-5.0%	i	0.5	-0.4%	-3%
41	CN(C)S(=O)(=O)c1cccc(NC(=O)CN2C(=O)C3C4C=CC(C4)C3C2=O)c1 (stereo not given)	-17%	11%	-3%	-3%	17%	-0.8%	i	0.7	2.7%	.
42	O=C(Nc1ccccc1)c1ccc2snnc2c1	-36%	3%	6%	2%	-8%	.	i	0.1	-0.7%	-10%[20 µM]
43	O=c1c(-c2ccc(F)cc2)[n+]([O-])c2ccccc2n1OCc1ccccn1	-22%	4%	-6%	4%	-3%	-0.1%	i	0.2	0.9%	-5%[20 µM]
44	O=C(CCc1ccccc1)Nc1cc(C(F)(F)F)ccc1Cl	1%	0%	-1%	-2%	10%	1.9%	i	0.8	-1.6%	-18%
45	Cc1ccccc1N1C(=O)CC(c2c[nH]c3ccccc23)C1=O (stereo not given)	-4%	-2%	5%	-10%	11%	-3.4%	i	0.8	-0.8%	16%
46	CC(=O)Nc1ccc(S(=O)(=O)N(C)CC(=O)NC2=NCCS2)cc1	-27%	-1%	3%	-5%	6%	-0.4%	i	0.7	0.7%	-7%
47	COc1cc2c(cc1OC)-c1cc(Nc3cccc(F)c3)nc(=O)n1CC2	-7%	6%	.	0%	-2%	7.4%	i	0.6	-0.5%	-7%
48	Cc1ccc(C(=O)N/C(N)=N/c2nc3ccccc3o2)cc1	-61%	-2%	-2%	-7%	-37%	-7.2%	i	0.5	0.3%	-11%
49	COc1ccc(-c2nc3ccc(C(=O)NCC(OC)OC)cc3nc2-c2ccc(OC)c(OC)c2)cc1OC	-1%	-1%	-3%	-4%	20%	1.9%	i	0.2	-2.0%	10%
50	COC(=O)CCC(=O)Nc1ccccc1C(=O)Nc1ccccc1	-1%	2%	-9%	-5%	-6%	4.0%	i	1.4	-0.8%	-19%

Continuation.
No.	SMILES	NOD1 NF-kB reporter	Siah-1 displacement	PhoP inhibition	LYP inhibition	HEK293 NOD2/NF-kB	KOR beta-arrestin-1	Myeloid diff 2	Myeloid diff 2 GFP+ MAC1+ %	HIV fusion peptide	KOR beta-arrestin-2
51	CC(=O)C1=C(NC(=O)c2ccc(F)cc2)CC2C1C2(C)C (stereo not given)	-13%	-4%	5%	-8%	-9%	1.3%	i	2.6	-2.6%	-24%
52	C/C(=N/NC(=O)c1cc(O)c(O)c(O)c1)c1ccc([N+](=O)[O-])cc1	-13%	21%	2%	-2%	-2%	0.1%	i	0.4	19%	16%
53	CCN1C(=O)/C(=C/c2ccc(N3CCCC3)cc2)NC1=S	-11%	18%	-17%	5%	1%	2.2%	+	4.8*	149%	27%
54	C/C(=C\C(=O)c1ccc(Br)cc1)NNC(=O)c1ccc(O)cc1	11%	-6%	8%	-4%	18%	3.4%	i	0.4	-3.3%	11%
55	COc1ccccc1Cn1c(-c2ccccc2OC)nc2ccccc21	1%	0%	-11%	-3%	-1%	0.3%	i	0.7	-0.2%	1%
56	Cc1ccccc1-n1ccnc1SCC(=O)NC1CCCC1	-15%	0%	-5%	-5%	2%	0.4%	?	.	-0.9%	-44%

These rows are one share of the data, so the mix of outcomes need not match the whole.
